STK33 inh = human STK33 kinase inhibition; Q9BYT3; inhibition, % at 10 µM; actives 0.073% (n = 320,000); purified STK33, MBP phosphorylation, ADP-Glo luminescence;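 active = inhibition at or above 25%, using the most active replicate where run in duplicate; inactive = inhibition below 25%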
Target sequence (Q9BYT3 whole entry, looked up): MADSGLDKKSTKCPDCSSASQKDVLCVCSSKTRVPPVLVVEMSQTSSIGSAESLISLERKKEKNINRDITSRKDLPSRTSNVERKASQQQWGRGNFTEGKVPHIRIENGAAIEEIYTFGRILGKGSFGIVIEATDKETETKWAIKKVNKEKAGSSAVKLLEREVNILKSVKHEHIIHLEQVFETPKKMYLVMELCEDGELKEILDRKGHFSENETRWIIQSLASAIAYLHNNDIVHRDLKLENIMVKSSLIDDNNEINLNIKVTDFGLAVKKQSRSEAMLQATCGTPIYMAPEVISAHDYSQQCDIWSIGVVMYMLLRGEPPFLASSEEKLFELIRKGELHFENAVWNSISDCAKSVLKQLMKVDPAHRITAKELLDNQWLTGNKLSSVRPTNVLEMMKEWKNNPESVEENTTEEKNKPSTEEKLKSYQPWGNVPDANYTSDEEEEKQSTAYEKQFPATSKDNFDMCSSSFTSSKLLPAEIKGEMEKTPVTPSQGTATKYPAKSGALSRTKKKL
OX1R antag-1 = human HCRTR1 antagonism. O43613. CHO/OX1R cells, Fluo-8 calcium fluorescence, orexin A. inhibition, % at 5 µM. actives 0.43% (n = 330,000). AID 434989;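 active = inhibition above its plate's threshold, mean inhibition of all tested compounds on the plate plus 3 SD, cut at about 37% in these data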;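 note: 0% = orexin A challenge wells and 100% = SB-334867-A antagonist wells; not every result past the cut was called active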
Target sequence (O43613 whole entry, looked up): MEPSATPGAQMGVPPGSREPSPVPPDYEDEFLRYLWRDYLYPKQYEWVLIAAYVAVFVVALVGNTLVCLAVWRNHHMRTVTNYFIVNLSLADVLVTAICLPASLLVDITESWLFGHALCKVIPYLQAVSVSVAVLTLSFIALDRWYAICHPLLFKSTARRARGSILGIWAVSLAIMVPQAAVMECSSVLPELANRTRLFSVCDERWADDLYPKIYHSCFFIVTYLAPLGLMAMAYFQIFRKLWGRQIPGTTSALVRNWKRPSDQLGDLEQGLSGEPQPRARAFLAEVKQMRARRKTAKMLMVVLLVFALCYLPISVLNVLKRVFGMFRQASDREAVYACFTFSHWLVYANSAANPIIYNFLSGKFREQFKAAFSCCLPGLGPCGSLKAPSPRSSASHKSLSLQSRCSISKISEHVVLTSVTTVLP
OX1R antag-2 = OX1R (human) antagonism; actives 1.8% (n = 330,000); OX1R-expressing cells, FRET antagonist read-out; AID 485270; inhibition, % at 6.6 µM; O43613; in the data active = inhibition mostly above about 38%, no sharp cut-off; inactive = mostly below about 40%;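 note: 0% = agonist challenge alone and 100% = reference antagonist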
Numbers without * were called inactive; · = no result given.

Structure	STK33 inh	OX1R antag-1	OX1R antag-2
COc1ccccc1CCc1nnc(CCC(=O)NC(C)Cc2cccnc2)o1 (stereo not given)	-1.0	-18	0
NS(=O)(=O)c1ccc(Nc2nc(-c3ccccc3)cs2)cc1	-1.2	6	15
Cc1cc(Sc2nc(NC(C)(C)C)nc(N3CCOCC3)n2)nc(Cl)n1	1.0	-28	10
CCOC(=O)C1CCCN(c2ncnc3c2cnn3-c2cccc(C)c2)C1 (stereo not given)	-0.3	-24	9
O=C(CSc1nc(C2CCCCC2)n(-c2ccccc2)n1)NCCN1C(=O)CSC1=O	-0.1	-20	16
O=C(CCc1ccccc1)NN1C(=O)C2C3C=CC(O3)C2C1=O (stereo not given)	-1.4	0	4
O=C(O)c1oc2ccccc2c1CN1CCN(c2ccccc2)CC1	-1.2	-15	-4
CCOc1ccc(/C=N/OCC(=O)NCc2cccs2)cc1	-1.3	-1	13
CC(C)CNC(=S)NC(=O)c1ccc(Cl)cc1Cl	-1.0	-23	3
Cc1cc(C)c2c(c1)C1(OCCO1)C(=O)N2	0.8	-3	-3
Cc1ccc(C(=O)NNC(=S)Nc2cccc(Cl)c2Cl)cc1[N+](=O)[O-]	-0.9	-7	13
Cc1ccc(C)c(OCC(=O)NNC(=O)C2CCC2)c1	-1.5	-11	5
Cn1nc(C(=O)NCCOc2ccccc2)c2ccccc2c1=O	-0.1	-7	13
Cc1ccc2nc(N(CCCN(C)C)C(=O)COc3ccc(Cl)cc3)sc2c1	0.0	-12	1
CC1(C2CC2)NC(=O)N(CC(=O)N2CCN(c3cccc(C(F)(F)F)c3)CC2)C1=O (stereo not given)	0.2	-1	18
CNC(=O)c1ccccc1NC(=O)c1c(O)c2c([nH]c1=O)CCCC2	-1.5	-13	12
COc1ccc(/C=C\C(=O)O[C@@H]2C(O)C(O[C@@H]3OC(C)[C@H](O[C@@H]4OCC(O[C@H]5O[C@H](CO)[C@@H](O)C(O)C5O)C(O)C4O)C(O)C3O)[C@H](OC(=O)[C@]34CCC(C)(C)C[C@@H]3C3=CCC5[C@@]6(C)CC(O)C(O[C@@H]7OC(CO)C(O)[C@H](O)[C@H]7O)[C@@](C)(C(=O)O)C6CC[C@@]5(C)[C@]3(CO)CC4)O[C@H]2C)cc1 (stereo not given in full)	-1.5	110*	4
Cc1nc2c([N+](=O)[O-])c(C)c(C)cc2[nH]1	1.9	-7	21
COc1ccc(NC(=O)C2=C(C)NC(=S)NC2c2ccc(O)c(OC)c2)cc1 (stereo not given)	-1.5	-2	10
C/C(Cl)=C\Cn1c(N2CCCC2)nc2c1c(=O)[nH]c(=O)n2C	0.8	-4	12
C[C@H](CO)N1C[C@H](C)[C@@H](CN(C)S(=O)(=O)c2ccccc2)Oc2ccc(NC(=O)Nc3ccccc3)cc2C1=O	-0.8	-21	5
CCN(Cc1ccncc1)C(=O)c1cccs1	2.2	-29	7
O=S(=O)(c1ccc(SCc2ccccc2F)nc1)N1CCCC1	-1.6	-12	2
O=c1oc2c(CN3CCCCC3)c(O)ccc2c2c1CCCC2	-0.4	-30	11
O=S(=O)(Nc1ccc(-c2nc3cccnc3s2)cc1)c1ccccc1F	-0.2	-30	9
CC(C)(C)N(NC(=O)c1ccccc1)C(=O)c1ccc(C(=O)N(NC(=O)c2ccccc2)C(C)(C)C)cc1	-5.2	4	12
COc1ccccc1CN1CC(C(=O)NCCSc2nnnn2C)CCC1=O (stereo not given)	0.5	7	10
CCCCC1=CC2=C(c3ccco3)C(=O)C(C)(OC(=O)c3ccc(OC)cc3)C(=O)C2=CN1CCOC (stereo not given)	-0.4	-17	28
COc1ccc(-c2cc(C(F)(F)F)nc(-n3cc(Br)cn3)n2)cc1	0.5	-42	1
CC1CCN(CCCOc2ccc(OCc3ccccc3)cc2)CC1	-0.2	-17	23
Cc1ccc(C(=O)N2CCc3ccccc32)o1	0.2	-2	21
CC1Cc2cc(/C(O)=C3/C(=O)C(=O)N(Cc4cccnc4)C3c3cccc(O)c3)ccc2O1 (stereo not given)	-1.5	-14	10
CCN1CCN(c2c(C(=O)c3ccc(OC)cc3)cnc3ccccc23)CC1	-1.6	-8	8
Cc1ccc(Nc2c([N+](=O)[O-])c(=O)oc3ccccc23)cc1	1.2	-19	30
O=C(CN(C(=O)CNC(=O)c1cccs1)c1ccc2c(c1)OCCO2)NC1CCCC1	-0.3	-4	-1
OC(c1ccccc1)c1cccnc1 (stereo not given)	-2.4	-10	10
Cc1ccc(C(=O)CCC(=O)CCC(=O)O)cc1	-1.1	1	8
COc1ccc(-c2[nH]nc3oc(=O)c(CCO)c(C)c23)cc1	0.3	-10	13
CC(C)NC(=O)c1cc2c(s1)CCCC2	-0.6	-6	7
COc1cccc(CNC(=O)Cn2c(=O)c3cccn3c3ccccc32)c1	-3.9	-18	38

Of the compounds above, these have an aryl methoxy group.
Structure	STK33 inh	OX1R antag-1	OX1R antag-2
COc1ccccc1CCc1nnc(CCC(=O)NC(C)Cc2cccnc2)o1 (stereo not given)	-1.0	-18	0
COc1ccc(/C=C\C(=O)O[C@@H]2C(O)C(O[C@@H]3OC(C)[C@H](O[C@@H]4OCC(O[C@H]5O[C@H](CO)[C@@H](O)C(O)C5O)C(O)C4O)C(O)C3O)[C@H](OC(=O)[C@]34CCC(C)(C)C[C@@H]3C3=CCC5[C@@]6(C)CC(O)C(O[C@@H]7OC(CO)C(O)[C@H](O)[C@H]7O)[C@@](C)(C(=O)O)C6CC[C@@]5(C)[C@]3(CO)CC4)O[C@H]2C)cc1 (stereo not given in full)	-1.5	110*	4
COc1ccc(NC(=O)C2=C(C)NC(=S)NC2c2ccc(O)c(OC)c2)cc1 (stereo not given)	-1.5	-2	10
COc1ccccc1CN1CC(C(=O)NCCSc2nnnn2C)CCC1=O (stereo not given)	0.5	7	10
CCCCC1=CC2=C(c3ccco3)C(=O)C(C)(OC(=O)c3ccc(OC)cc3)C(=O)C2=CN1CCOC (stereo not given)	-0.4	-17	28
COc1ccc(-c2cc(C(F)(F)F)nc(-n3cc(Br)cn3)n2)cc1	0.5	-42	1
CCN1CCN(c2c(C(=O)c3ccc(OC)cc3)cnc3ccccc23)CC1	-1.6	-8	8
COc1ccc(-c2[nH]nc3oc(=O)c(CCO)c(C)c23)cc1	0.3	-10	13
COc1cccc(CNC(=O)Cn2c(=O)c3cccn3c3ccccc32)c1	-3.9	-18	38

Additional entries.
Structure	STK33 inh	OX1R antag-1	OX1R antag-2
CS(=O)(=O)Nc1ccccc1Oc1ccccc1	-2.5	-7	12
Cc1c(C(=O)Nc2ccc(-n3cnnn3)cc2)oc2ccccc12	0.2	1	12
CCOc1cc(C2C3=C(CCCC3=O)N(C)C3=C2C(=O)CCC3)cc(Cl)c1O	-0.1	-25	23
O=C(NCCC1=CCCCC1)C(=O)NCC1OCCCN1S(=O)(=O)c1ccccc1 (stereo not given)	-4.7	-14	45
Cc1ccnc(NS(=O)(=O)c2ccc(NC(=O)c3ccc(S(=O)(=O)N4CCCC4)cc3)cc2)n1	-1.9	-9	3
O=C(NCC1CCCO1)NC1CCCCC1 (stereo not given)	-0.6	-7	6
CCOC(=O)c1cnc2ccc(C(=O)OC)cc2c1Nc1ccc2c(c1)OCCO2	5.5	-15	10
COc1ccc(-n2c(Cn3c(=O)sc4ccccc43)nnc2SCC(N)=O)cc1	0.8	-1	6
CCCCCCNC(=O)c1cccc(-c2ccc(C)c3ccccc23)n1	-0.4	-64	18
CCCCNC(=O)C1CC(=O)N(CCc2ccc(C)cc2)C1 (stereo not given)	0.1	-14	2
COc1ccc(CCn2nnnc2C(c2ccc(C)cc2)N2CCN(C)CC2)cc1OC (stereo not given)	-0.4	-28	13
Cc1ccc(C(=O)NC(=S)Nc2ccc(-c3cc4ccccc4oc3=O)cc2)c(C)c1	0.2	-26	25
CC(C)n1nnnc1SCC(=O)NNC(=O)C1CCCCC1	0.2	1	16
Cc1cccc(NC(=O)c2cccc(OC(=S)N3CCOCC3)c2)c1C	-0.2	-7	0
COC(=O)[C@@]12CCCCN1[C@H](c1ccc(-c3ccc(C(C)=O)cc3)cc1)[C@@H]1C(=O)N(C)C(=O)[C@@H]12	1.7	-16	25
COc1ccc(OC)c(Nc2cc3ccccc3c(=O)[nH]2)c1	1.2	-21	68*
COc1ccc(CNc2nnnn2C)cc1	9.4	-10	9
COc1cc(CNC2CCCCCC2)cc(OC)c1	-0.1	-21	17
O=C(COC(=O)c1cccc(N2C(=O)C3CC=CCC3C2=O)c1)c1ccccc1 (stereo not given)	0.3	-23	0
CC(Oc1ccc(F)cc1)C(=O)/C=C\N(C)C (stereo not given)	-0.6	-16	11
CC(C)=CC(=O)NCc1c(Cl)cccc1-n1cccc1	0.3	-15	7
COc1ccc2cc3c(N)nn(C(=O)C4CCC(C(C)(C)C)CC4)c3nc2c1 (stereo not given)	-1.2	-23	5
Cc1c(C#N)c(N)nc2c3c(sc12)NC(=O)CC3c1ccc(Cl)cc1 (stereo not given)	-2.8	-4	7
CS(=O)(=O)c1ccc(Cl)c(NC(=O)CN2CCN(C(=O)c3cccs3)CC2)c1	-1.3	-7	2
O=C(C[C@@H]1C/C=C\C[C@@H](Cc2ccc(F)cc2)C(=O)OC[C@@H](Cc2ccccc2)NC1=O)N[C@H](CO)Cc1ccccc1	0.7	3	6
COc1cc(C(=O)N/N=C/c2coc3ccc(Cl)cc3c2=O)ccc1O	-0.8	4	15
Cc1onc(-c2ccccc2Cl)c1C(=O)OCC(=O)N1CCN(c2ccccc2)CC1	-1.3	-24	11
Cc1cccnc1NC(=O)c1cccc(S(=O)(=O)N2CCCC2)c1	-0.5	-9	6
O=C(COc1ccc(Cl)cc1)NCCSCc1ccccc1Cl	-0.6	-3	8
Cc1ccc(S(=O)(=O)NCCC(=O)OCC(=O)NC(=O)c2cccn2C)cc1	0.3	-26	6
CC(C)c1nnc(NC(=O)c2cc3cc(Br)ccc3oc2=O)s1	-0.5	-17	27
CCNC(=O)COC(=O)c1[nH]c(C)c(C(=O)OC)c1C	-0.9	-16	5
CSc1ccc(-c2nnn(Cc3ccc(Br)cc3)n2)cc1	-1.7	-7	34
CN1C=CC=C/C1=C1\SC(=S)N(Cc2ccccc2)C1=O	-0.1	1	41
CCOc1ccc(NC(=O)CN2C(=O)CSc3ccc(S(=O)(=O)N4CCCC4)cc32)cc1	0.3	-27	13
CCCCOc1ccc2c(c1)C(=O)c1cc(O)ccc1-2	1.2	-17	15
COc1cccc(C2/C(=C(\O)c3ccc4c(c3)OCCO4)C(=O)C(=O)N2CCCN2CCOCC2)c1OC (stereo not given)	1.3	-6	8
CCN(CC)C(=O)C(=O)N/N=C/c1cccs1	-0.8	-4	14
O=C1CC(Nc2ccccc2)C(=O)N1CCc1ccccc1 (stereo not given)	-0.6	-1	8
CC(C)(Sc1cc(C(C)(C)C)c(O)c(C(C)(C)C)c1)Sc1cc(C(C)(C)C)c(O)c(C(C)(C)C)c1	-1.4	11	15
Cc1cc(C)c2oc(C(=O)Nc3ccc(S(=O)(=O)N4CCC(C)CC4)cc3)cc(=O)c2c1	0.6	-11	5
O=C(CCNC(=O)Cn1ccc2ccccc2c1=O)NCC1CCCC1c1ccccc1 (stereo not given)	-0.1	-26	28
C(=N\n1cnnc1)/c1ccccc1OCCOc1ccccc1	-0.6	-11	5
COc1cc(OC)cc(-c2c(C#Cc3ccsc3)c3cc(-c4ccc(OC)c(F)c4)ccc3n2C)c1	-0.2	-7	9
O=C(NCCN1C(=O)S/C(=C\c2cccnc2)C1=O)c1cccc(OC(F)F)c1	0.1	-28	34
CCOC(=O)c1c(NC(=S)NCCc2ccccc2)sc2c1CC(C(C)C)OC2 (stereo not given)	-1.2	-29	7
Clc1ccc(-c2nc(Cc3ccccc3Cl)no2)cc1	-2.0	-7	25
CCN1CCN(CC(O)COc2ccc(Cl)cc2)CC1 (stereo not given)	-0.8	-7	10
Cc1ccc(-c2[nH]nc3c2C(c2ccccc2OC(=O)N2CCOCC2)C(C#N)=C(N)O3)cc1 (stereo not given)	-0.9	-9	8
CC(=O)c1ccc(NC(=O)CSc2nnc(Cc3cccn3C)n2-c2ccc(F)cc2)cc1	-0.5	-23	6
O=C(Nc1cc(Cl)ccc1O)c1cc(-c2ccco2)on1	-1.4	13	32
Cc1cccc(N2CCN(C(=O)c3cnn4c(C(F)F)cc(-c5ccccc5)nc34)CC2)c1C	·	-42	15
COc1ccc(N(CC(=O)NCCc2ccccc2)C(=O)CCC(=O)Nc2nccs2)cc1	-2.2	-1	37
COc1ccc(-c2nc(N)nc(C(F)(F)F)c2-c2ccccc2OC)c(O)c1	1.5	-32	-1
CCOC(=O)C1CCCN(c2nc3ccccc3nc2C(C#N)C(=O)OC(C)C)C1 (stereo not given)	0.1	-34	8
CCN(CC)CCCN(Cc1cc2cc(OC)c(OC)cc2[nH]c1=O)C(=O)Nc1ccccc1	0.0	-11	14
COc1cc2c3c(c1)C(C)CC(C)(C)N3C(=O)C2=O (stereo not given)	1.2	-77	44*
